PERK inhibitor: human PERK inhibition, primary cell-based screen. CHO PERK-DD fusion, SEAP luminescence translation reporter. inhibition, % at 5.6 µM. 220,000 compounds, 0.17% hits. AID 1416;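 active = inhibition above the mean inhibition of all tested compounds plus 3 SD, set separately per screening campaign, cut at about 2.9% in these data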;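 also: PERK kinase domain activated by AP20187 dimerizer at 100 nM; 0% = DMSO with dimerizer and 100% = rapamycin at 8.4 µM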
Hck Nef HTS: human Hck-Nef kinase inhibition; Recombinant Hck-YEEI plus Nef, Z-Lyte FRET kinase assay; inhibition, % at 20 µM; 220,000 compounds, 0.68% hits;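 active = Hck-Nef kinase inhibition above about 50%, limit read from the data; inactive = inhibition below that limit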;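 also: 0% = DMSO with Hck plus Nef and 100% = Hck alone without Nef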
Target sequence (P08631 whole entry, looked up): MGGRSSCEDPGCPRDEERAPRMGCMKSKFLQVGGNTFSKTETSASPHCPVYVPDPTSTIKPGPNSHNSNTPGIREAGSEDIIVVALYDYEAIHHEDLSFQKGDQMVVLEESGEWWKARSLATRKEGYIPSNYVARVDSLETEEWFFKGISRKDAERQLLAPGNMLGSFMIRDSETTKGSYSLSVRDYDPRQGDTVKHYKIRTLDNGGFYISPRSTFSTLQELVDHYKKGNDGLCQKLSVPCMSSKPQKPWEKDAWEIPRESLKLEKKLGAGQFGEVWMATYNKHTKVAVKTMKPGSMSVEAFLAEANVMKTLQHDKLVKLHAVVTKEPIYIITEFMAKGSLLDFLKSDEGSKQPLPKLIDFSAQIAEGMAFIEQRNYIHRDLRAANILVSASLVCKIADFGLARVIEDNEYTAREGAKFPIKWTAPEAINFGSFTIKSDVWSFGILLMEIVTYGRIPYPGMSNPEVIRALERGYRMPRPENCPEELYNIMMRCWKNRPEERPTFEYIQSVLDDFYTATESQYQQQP
Runt-CBFb FRET: inhibitors of human RUNX1 Runt domain binding to CBFb; inhibition, % at 20 µM; 220,000 compounds, 0.46% hits; Q01196+Q13951; AID 1496; Cerulean-Runt/Venus-CBFb FRET ratio 530/480, 1 h;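 active = inhibition over about 50% at 20 µM in the single-dose screen, limit read from the data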;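 also: 0% = DMSO wells and 100% = excess unlabeled CBFb competitor control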
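Assay system: Cerulean-Runt domain fusion protein, energy donor; Signal: fluorescence energy transfer, 422 nm excitation, 530/480 nm emission; Timing: 1 h compound exposure, room temperature; Control set: unlabeled CBFb; Medium: Tris buffer pH 7.5 with salts and BSA; Compound: single test concentration of 20 µM, 1% DMSO final; Probe or stimulus: Venus-CBFb 100 nM.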
EP2 antag: EP2 receptor (human) inhibition | 260,000 compounds, 0.52% hits | inhibition, % at 25 µM | P43116 | AID 1422 | C6 glioma cells expressing human EP2, cAMP TR-FRET; cells stimulated with saturating PGE2;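 active = percent inhibition above 40 after rounding to a whole number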;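 also: rat C6 glioma host cells with rolipram phosphodiesterase inhibitor present; the protocol text gives 20 µM as final concentration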
Target sequence (P43116 whole entry, looked up): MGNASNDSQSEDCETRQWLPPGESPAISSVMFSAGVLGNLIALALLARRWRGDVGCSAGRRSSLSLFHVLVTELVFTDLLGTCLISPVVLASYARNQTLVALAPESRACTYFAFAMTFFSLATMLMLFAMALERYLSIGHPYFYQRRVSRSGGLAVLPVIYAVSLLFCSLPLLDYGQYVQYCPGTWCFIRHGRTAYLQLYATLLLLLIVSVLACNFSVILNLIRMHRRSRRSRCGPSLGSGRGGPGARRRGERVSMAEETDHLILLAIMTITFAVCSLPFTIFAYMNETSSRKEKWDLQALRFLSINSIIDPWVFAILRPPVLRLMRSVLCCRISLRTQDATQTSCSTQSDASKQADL
TNF death inh: blocks TNF-alpha induced death of Jurkat FADD-/- cells. activation (protection from cell death), % at 10 µM. Jurkat FADD-/- TNF necroptosis rescue, ATP luminescence, 24 h; 0 = TNF only, 100 = no-TNF cells. AID 463075. 220,000 compounds, 0.068% hits;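 active = activation, meaning protection from cell death, of at least 50% relative to plate controls; inactive = activation below 50%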;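 also: necroptosis triggered by 40 ng/mL TNF-alpha added together with compound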
L929 necroptosis: L929 zVAD cell death inhibition; 220,000 compounds, 0.38% hits; AID 1377; viability rescue, % at 10 µM; L929 zVAD necroptosis rescue, ATP luminescence, 24 h; with zVAD 60 µM;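 active = activation, scaled between plate controls, above about 75%, limit read from the data; inactive = activation under that limit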;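 also: 0% = zVAD with DMSO and 100% = DMSO alone without zVAD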
EP2 modulator: modulators of human EP2 prostaglandin E2 receptor. P43116. EP2-expressing cells, cAMP HTRF FRET, PGE2 co-stimulation. induction, % at 25 µM. 260,000 compounds, 0.83% hits. AID 940;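 active = compounds whose cAMP rise, as percent of the full-agonist control response, exceeds 60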;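 also: rat C6 glioma line stably carrying human EP2 under a CMV promoter; the protocol text gives 20 µM as final concentration; 100% = response of wells given 1 µM PGE2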
Runt-SMMHC FRET: Runt domain-CBFb-SMMHC interaction inhibition; Q01196+Q13951; Cerulean-Runt/Venus-CBFb-SMMHC FRET ratio 530/480, 1 h; inhibition, % at 20 µM; 220,000 compounds, 0.74% hits; AID 1434;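 active = mean inhibition across duplicate retests at 20 µM reaching about 50%, limit read from the data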;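 also: 0% = DMSO wells and 100% = wells with excess untagged CBFb-SMMHC; inhibitors lower the FRET ratio by blocking Runt binding to CBFb-SMMHC; some results filed as inactive read as strong as hits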
RBBP9 inh: inhibitors of human serine hydrolase RBBP9; 220,000 compounds, 0.2% hits; recombinant RBBP9, FP-Rh probe fluorescence polarization; AID 1515; inhibition, % at 7.94 µM;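 active = inhibition above the campaign mean of all tested compounds plus 3 SD, cut at about 14% in these data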;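 also: plate controls were DMSO wells with RBBP9 for no effect and wells lacking RBBP9 protein for full effect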
Target sequence (O75884 whole entry, looked up): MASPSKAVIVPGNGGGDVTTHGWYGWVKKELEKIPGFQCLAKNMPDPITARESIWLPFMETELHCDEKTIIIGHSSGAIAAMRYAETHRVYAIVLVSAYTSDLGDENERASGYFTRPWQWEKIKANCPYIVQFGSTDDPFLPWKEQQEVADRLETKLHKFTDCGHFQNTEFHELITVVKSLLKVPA
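System: RBBP9 protein / Quantity: 2.5 µM RBBP9 dispensing solution, before mixing / Also added: Serine-hydrolase probe FP-Rh, 375 nM pre-mixing / Dosing: 7.94 µM single dose, 0.794% DMSO / Timing: enzyme-compound preincubation 30 min, then probe labeling 45 min, 25 °C / Signal: FP readout at 525/598 nm / Controls: DMSO-treated enzyme wells and wells lacking RBBP9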
* marks the source's active call; other numbers are inactive results; · = not tested or not shown.

SMILES	PERK inhibitor	Hck Nef HTS	Runt-CBFb FRET	EP2 antag	TNF death inh	L929 necroptosis	EP2 modulator	Runt-SMMHC FRET	RBBP9 inh
O=C(Oc1coc(CSc2nnc(NC(=O)C3CC3)s2)cc1=O)c1ccccc1	0.3	-1	-1	6	-0.9	-1.2	9	1	0
N#C/C(=N\O)c1nc2ccccc2[nH]1	0.4	2	0	6	0.5	·	3	13	-6
COc1ccccc1NC(=O)COc1ccc(Br)cc1CO	-1.2	-2	-1	5	0.2	0.9	-16	-4	-1
COc1ccc(NC(=O)Nc2cc(F)ccc2C)cc1	0.9	24	2	5	1.1	1.9	-32	-2	2
Cc1ccccc1-c1nc(CN2CCSCC2)c(C)o1	0.3	20	-1	10	2.3	4.2	1	2	3
Cc1cc(C)c(S(=O)(=O)c2ccccc2)c(OC(=O)c2c(Cl)cc(Cl)cc2Cl)n1	0.1	-2	-1	16	-8.5	-0.2	76*	3	-7
CC(C)(C)c1ccc2c(c1)OC(C(=O)N/N=C/c1ccc([N+](=O)[O-])o1)CO2 (stereo not given)	0.5	6	1	19	-11	2.5	-29	-6	4
Cc1ccc(NC(=O)CSCC(N)=O)cc1C	1.5	14	-2	8	-1.0	0.2	3	-4	-8
N#Cc1c(N)nc2c(c1-c1ccc3c(c1)OCO3)CCc1ccccc1-2	-0.3	31	12	11	1.0	-0.3	29	10	0
Cc1ccc(C(=O)N/N=C\c2ccc(Br)o2)o1	1.1	2	5	6	-2.2	0.5	-9	5	-8
CC(=O)c1ccccc1NC(=O)COC(=O)CCCN1C(=O)c2cccc3cccc(c23)C1=O	-0.1	2	0	12	-1.3	·	9	2	-4
Cc1ccc(N(C(=O)c2ccco2)C2C=CS(=O)(=O)C2)cc1 (stereo not given)	0.2	16	1	7	0.4	1.1	10	1	-4
CCOC(=O)C(NC(=O)Nc1ccc(C(N)=O)cc1)(c1ccccc1)C(F)(F)F (stereo not given)	0.8	1	-2	7	2.2	·	29	1	-4
CCOC(=O)/C(=N\Nc1ccccc1)P(=O)(c1ccccc1)c1ccccc1	-1.9	-1	1	7	-2.5	-0.5	36	0	-12
CCN(CCCNC(=O)COc1cc(=O)n(C)c2ccccc12)c1ccccc1	-0.6	4	-5	6	-8.7	0.2	-22	-11	-4
O=[N+]([O-])c1ccc(COc2ncnc3ccccc23)cc1	-1.1	20	0	2	7.3	0.1	-17	-2	0
CC(C)c1cccc(C(C)C)c1NC(=O)c1ccccc1	0.3	-8	0	4	0.9	0.6	20	2	-4
O=C(NC(=S)Nc1ccc(S(=O)(=O)NC2CCCCC2)cc1)c1cccs1	0.3	2	3	5	2.9	3.8	5	4	-11
COc1cccc(N2CCN(c3ncnc4c3[nH]c3ccccc34)CC2C)c1 (stereo not given)	-0.8	4	-1	35	-17	22	-38	6	-7
CCN(CC)CCNC(=O)CCc1n[nH]c(=O)c2ccccc12	1.8	1	2	12	0.6	1.6	7	-1	-7
COc1ccc(C(CC(=O)N2CCCC2)c2c(O)cc(OC)cc2OC)cc1 (stereo not given)	·	28	-1	-4	0.5	-0.8	4	2	·
CCCc1nc(N2CCN(S(=O)(=O)c3ccc(Cl)cc3)CC2)c2c(C)c(C)sc2n1	-0.2	12	12	-1	1.1	-0.3	17	3	-4
CCc1nnc(NC(=O)CSc2nc3cccnc3n2Cc2ccccc2)s1	-0.4	31	-3	24	0.9	-0.6	21	-2	-7
O=C(NC1CC1)C1CCN(C2CCN(C(=O)/C=C/c3ccc(F)cc3)CC2)CC1	-0.6	7	1	3	0.9	1.2	-7	4	0
COCCNC(=S)NC12CC3CC(CC(C3)C1)C2	0.4	2	0	13	-1.5	0.2	-9	3	-2
NC(=O)C1CCN(c2cc(N3CCOCC3)ccc2[N+](=O)[O-])CC1	-0.6	5	-2	9	-0.2	2.0	19	-4	-7
CC1C2CC(C(S(=O)(=O)N3CCOCC3)C2=O)C1(C)C (stereo not given)	2.4	7	-1	13	0.4	0.1	20	0	-4
CCc1cc2ccc(OC)cc2nc1SCC(=O)Nc1cc(C)on1	0.7	1	-4	20	-1.5	0.6	32	-10	-8
Cc1ccc(/C=C/C(=O)c2ccccc(=O)c2O)c(C)c1	-0.4	-2	3	7	-12	·	32	-15	-1
O=C(O)c1cc(N2C(=O)C3C4C=CC(C4)C3C2=O)ccc1N1CCOCC1 (stereo not given)	0.4	10	-1	13	-0.1	-1.1	18	2	-11

Six entries out of the list above, ordered by the value under Runt-CBFb FRET, highest first.
SMILES	PERK inhibitor	Hck Nef HTS	Runt-CBFb FRET	EP2 modulator	Runt-SMMHC FRET	RBBP9 inh
CCCc1nc(N2CCN(S(=O)(=O)c3ccc(Cl)cc3)CC2)c2c(C)c(C)sc2n1	-0.2	12	12	17	3	-4
Cc1ccc(/C=C/C(=O)c2ccccc(=O)c2O)c(C)c1	-0.4	-2	3	32	-15	-1
O=C(NC1CC1)C1CCN(C2CCN(C(=O)/C=C/c3ccc(F)cc3)CC2)CC1	-0.6	7	1	-7	4	0
COCCNC(=S)NC12CC3CC(CC(C3)C1)C2	0.4	2	0	-9	3	-2
O=C(O)c1cc(N2C(=O)C3C4C=CC(C4)C3C2=O)ccc1N1CCOCC1 (stereo not given)	0.4	10	-1	18	2	-11
CCc1cc2ccc(OC)cc2nc1SCC(=O)Nc1cc(C)on1	0.7	1	-4	32	-10	-8

Additional structures follow:
SMILES	PERK inhibitor	Hck Nef HTS	Runt-CBFb FRET	EP2 antag	TNF death inh	L929 necroptosis	EP2 modulator	Runt-SMMHC FRET	RBBP9 inh
Cc1[nH][nH]c(=O)c1C(c1ccc(-c2ccc(Cl)c(Cl)c2)o1)c1c(C)[nH][nH]c1=O	-0.4	4	34	3	0.0	0.3	-6	18	-1
CC(Oc1ccc2ccccc2c1)C(=O)NNC(=S)NC(=O)c1ccco1 (stereo not given)	0.1	-3	11	14	-1.1	0.0	-22	7	-7
Cc1nnc(NC(=O)Oc2ccccc2)s1	0.3	5	2	8	0.8	0.6	9	2	2
Cc1cc(/C([O-])=C(/C(=S)Nc2ccc(F)cc2)[n+]2ccccc2)c(C)n1-c1ccc(F)cc1	1.1	-6	23	11	-4.7	0.5	-20	12	0
CCc1cc(C(=O)c2ccc(OC)cc2)c(NC(=O)CC(C)(C)CC(=O)O)s1	-0.1	18	0	4	1.3	0.1	38	-4	-8
CCN(CC)c1ccc(N)cc1S(=O)(=O)Nc1ccccc1OC	-0.1	-19	39	7	-1.1	0.1	-1	16	3
COc1ccc(NC(=O)c2c(N)no[n+]2[O-])c(OC)c1	0.3	-5	0	8	-5.2	-0.7	-22	-7	-1
CCOC(=O)Cn1c(=N)n(CCOc2ccc(Br)cc2)c2ccccc21	-0.3	6	0	3	-2.4	-0.3	-35	1	3
COc1ccc(C(=O)NNC2=C(C(=O)C(F)(F)F)CCC2)cc1	0.7	9	-1	6	-0.5	2.2	-19	1	-1
Cc1c(N(C(=O)Nc2ccccc2)C2=NCC(C)S2)c(=O)n(-c2ccccc2)n1C (stereo not given)	0.7	1	-2	8	-0.7	-0.6	15	-5	-4
N#CC1(Nc2cccc(Br)c2)C(=O)Nc2ccccc21 (stereo not given)	1.5	-2	1	27	-4.7	0.1	-61	-4	1
COc1ccc(OC)c(NC(=O)CN2C(=O)c3ccccc3S2(=O)=O)c1	0.5	-8	0	13	1.6	2.0	6	2	-8
CC(C)Cn1c(CN(C)Cc2ccccc2)nc2c1c(=O)n(C)c(=O)n2C	-0.2	2	-4	14	-3.5	1.2	25	0	-3
CC1=C(C#N)C(Nc2ccc(Cl)cn2)(C(F)(F)F)C(=O)N1 (stereo not given)	1.3	1	6	2	-0.6	0.0	-9	3	5
CCCCC(=O)OCc1nc2ccccc2s1	0.6	-17	0	4	0.8	0.0	6	-7	9
N#CCCN(C1CCCCC1)S(=O)(=O)c1cccc2nsnc12	0.1	-16	-2	10	-1.9	·	35	-2	-9
O=C(CN(Cc1ccccc1)C(=O)c1cccc([N+](=O)[O-])c1)Nc1c(Cl)cc(Cl)cc1Cl	0.5	6	-1	6	2.0	0.9	15	1	2
COc1ccc(NC(=O)CSc2nccc(C)n2)cc1	0.9	8	0	11	-0.3	-0.1	-3	-1	-2
O=C(NCc1ccccc1)N[C@@H](Cc1c[nH]c2ccccc12)C(=O)O	0.5	6	1	8	9.2	1.4	-7	0	-7
C#CCOCCOCCOCCNc1nc(N2CCN(C(=O)C([C@@H](C)CC)n3cc(C(N)Cc4ccc(O)cc4)nn3)CC2)nc(N2CCN(C(=O)[C@H](CCC(=O)O)n3cc(C(N)CO)nn3)CC2)n1 (stereo not given in full)	0.9	2	1	6	0.1	1.1	13	2	3

One compound at a time, from the list above.
CC(C)c1cccc(C(C)C)c1NC(=O)c1ccccc1 as listed: PERK inhibitor = 0.3; Hck Nef HTS = -8; Runt-CBFb FRET = 0; EP2 antag = 4; TNF death inh = 0.9; L929 necroptosis = 0.6; EP2 modulator = 20; Runt-SMMHC FRET = 2; RBBP9 inh = -4
COc1ccc(OC)c(NC(=O)CN2C(=O)c3ccccc3S2(=O)=O)c1 as listed: PERK inhibitor = 0.5; Hck Nef HTS = -8; Runt-CBFb FRET = 0; EP2 antag = 13; TNF death inh = 1.6; L929 necroptosis = 2.0; EP2 modulator = 6; Runt-SMMHC FRET = 2; RBBP9 inh = -8

New compounds follow:
SMILES	PERK inhibitor	Hck Nef HTS	Runt-CBFb FRET	EP2 antag	TNF death inh	L929 necroptosis	EP2 modulator	Runt-SMMHC FRET	RBBP9 inh
CC1CCCN(C(=O)Nc2ccc(Br)cc2Cl)C1 (stereo not given)	0.8	20	0	4	1.9	1.6	10	-5	2
CC(C)c1nnc(NC(=O)c2cccnc2)s1	-0.5	0	0	9	-0.1	1.0	17	-6	0
Cc1ccc(/C=N/NC(=O)NC2CCCCC2)o1	0.8	18	1	13	-0.1	1.6	2	2	4
Cc1ccccc1NC1=NC(=S)N(CC(N)=O)C12CCOC(C)(C)C2 (stereo not given)	0.3	0	0	9	0.1	0.5	-12	-4	-4
O=C(c1c[nH]c2ccc(S(=O)(=O)N3CCOCC3)cc2c1=O)N1CCN(c2ccccn2)CC1	1.8	16	2	8	0.8	0.2	9	1	-3
Cc1ccc(S(=O)(=O)C/N=C(/NC(=S)N(c2ccccc2)c2ccccc2)c2ccccc2)cc1	0.5	-3	2	1	0.2	0.0	61*	-4	-9

Shown with values under each structure: part of the list above
Value order – PERK inhibitor, Hck Nef HTS, Runt-CBFb FRET, EP2 antag, TNF death inh, L929 necroptosis, EP2 modulator, Runt-SMMHC FRET, RBBP9 inh
> Cc1ccccc1NC1=NC(=S)N(CC(N)=O)C12CCOC(C)(C)C2 (stereo not given)
    0.3, 0, 0, 9, 0.1, 0.5, -12, -4, -4
> O=C(c1c[nH]c2ccc(S(=O)(=O)N3CCOCC3)cc2c1=O)N1CCN(c2ccccn2)CC1
    1.8, 16, 2, 8, 0.8, 0.2, 9, 1, -3

These rows are one share of the data; the hit share may differ from the screen's.
